Compound activity: PubChem, Broad Institute
Mtb BioA inh: BioA (M. tuberculosis) enzyme inhibition; AID 602481; actives 0.096% (n = 360,000); purified M. tuberculosis BioA enzyme, plate reader; inhibition, % at 9.99 µM; in the data active = inhibition above about 40%
The depositor's hits bear a star. Some of the compounds tested; the hit share may differ from the screen's.

A first look, 9 compounds:
SMILES	Mtb BioA inh
C[C@H](O)C#Cc1ccc2c(c1)O[C@H](CN(C)Cc1ccc(-c3ccccc3)cc1)[C@@H](C)CN([C@@H](C)CO)S2(=O)=O	-0.4
C[C@@H]1CN([C@@H](C)CO)C(=O)c2cc(NC(=O)C3CC3)ccc2O[C@H]1CN(C)Cc1ccc(C(=O)O)cc1	0.3
COCC#Cc1ccc2c(c1)O[C@H](CN(C)C(=O)CN(C)C)[C@@H](C)CN([C@@H](C)CO)S2(=O)=O	-2.2
O=C(O)C[C@H]1C[C@@H]2c3cc(NS(=O)(=O)c4ccc(F)cc4)ccc3O[C@@H]2[C@@H](CO)O1	-1.6
C[C@@H]1CN([C@@H](C)CO)C(=O)c2ccccc2-c2ccccc2CO[C@H]1CN(C)C(=O)N[C@H](C)c1ccccc1	-0.1
C[C@@H]1CCCCO[C@H](CN(C)C(=O)c2ccccc2)[C@@H](C)CN([C@@H](C)CO)C(=O)c2cc(NC(=O)Nc3ccccc3)ccc2O1	-0.7
C[C@H]1CCCCO[C@H](CN(C)C(=O)Nc2ccc(C(F)(F)F)cc2)[C@@H](C)CN([C@@H](C)CO)C(=O)c2cc(NC(=O)Nc3ccc4c(c3)OCO4)ccc2O1	-3.9
O=C(C[C@H]1CC[C@@H]2[C@H](COC[C@@H](O)CN2Cc2cccc(C(F)(F)F)c2)O1)NCc1ccccc1	1.9
C[C@H]1CN([C@@H](C)CO)S(=O)(=O)c2ccc(C#CC(C)(C)O)cc2O[C@@H]1CN(C)C(=O)CN(C)C	-0.5

The list itself, previewed entries included:
SMILES	Mtb BioA inh
C[C@H](O)C#Cc1ccc2c(c1)O[C@H](CN(C)Cc1ccc(-c3ccccc3)cc1)[C@@H](C)CN([C@@H](C)CO)S2(=O)=O	-0.4
C[C@@H]1CN([C@@H](C)CO)C(=O)c2cc(NC(=O)C3CC3)ccc2O[C@H]1CN(C)Cc1ccc(C(=O)O)cc1	0.3
COCC#Cc1ccc2c(c1)O[C@H](CN(C)C(=O)CN(C)C)[C@@H](C)CN([C@@H](C)CO)S2(=O)=O	-2.2
O=C(O)C[C@H]1C[C@@H]2c3cc(NS(=O)(=O)c4ccc(F)cc4)ccc3O[C@@H]2[C@@H](CO)O1	-1.6
C[C@@H]1CN([C@@H](C)CO)C(=O)c2ccccc2-c2ccccc2CO[C@H]1CN(C)C(=O)N[C@H](C)c1ccccc1	-0.1
C[C@@H]1CCCCO[C@H](CN(C)C(=O)c2ccccc2)[C@@H](C)CN([C@@H](C)CO)C(=O)c2cc(NC(=O)Nc3ccccc3)ccc2O1	-0.7
C[C@H]1CCCCO[C@H](CN(C)C(=O)Nc2ccc(C(F)(F)F)cc2)[C@@H](C)CN([C@@H](C)CO)C(=O)c2cc(NC(=O)Nc3ccc4c(c3)OCO4)ccc2O1	-3.9
O=C(C[C@H]1CC[C@@H]2[C@H](COC[C@@H](O)CN2Cc2cccc(C(F)(F)F)c2)O1)NCc1ccccc1	1.9
C[C@H]1CN([C@@H](C)CO)S(=O)(=O)c2ccc(C#CC(C)(C)O)cc2O[C@@H]1CN(C)C(=O)CN(C)C	-0.5
C[C@H](CO)N1C[C@H](C)[C@H](CN(C)Cc2ccccc2)Oc2cc(C3=CCCC3)ccc2S1(=O)=O	-2.8
Cc1ccc(S(=O)(=O)N(C)C[C@H]2OCCCC[C@@H](C)Oc3ccc(NC(=O)Nc4c(C)noc4C)cc3C(=O)N([C@H](C)CO)C[C@@H]2C)cc1	1.1
COc1ccc(NC(=O)Nc2ccc3c(c2)C(=O)N([C@@H](C)CO)C[C@@H](C)[C@H](CN(C)Cc2ccc4c(c2)OCO4)O3)cc1	5.4

2 of the compounds above, as a markdown table.
| Molecule | Mtb BioA inh |
| --- | --- |
| C[C@@H]1CN([C@@H](C)CO)C(=O)c2cc(NC(=O)C3CC3)ccc2O[C@H]1CN(C)Cc1ccc(C(=O)O)cc1 | 0.3 |
| COCC#Cc1ccc2c(c1)O[C@H](CN(C)C(=O)CN(C)C)[C@@H](C)CN([C@@H](C)CO)S2(=O)=O | -2.2 |

Later entries:
SMILES	Mtb BioA inh
CC(C)NC(=O)Nc1ccc2c(c1)C(=O)N([C@@H](C)CO)C[C@@H](C)[C@H](CN(C)C(=O)Nc1cccc3ccccc13)OCCCC[C@H](C)O2	-0.1
C[C@@H]1CN([C@@H](C)CO)C(=O)c2cc(NC(=O)C3CCCCC3)ccc2O[C@@H]1CN(C)C(=O)Nc1cccc2ccccc12	3.3
CCCNC(=O)C[C@H]1CC[C@@H]2[C@H](COC[C@@H](O)CN2C(=O)Nc2ccccc2OC)O1	-1.8
Cc1nn(C)cc1NC(=O)C[C@H]1CC[C@@H]2[C@H](COc3ccc(NC(=O)NC(C)C)cc3C(=O)N2C)O1	8.2
CCC(=O)N(C)C[C@@H]1Oc2ncc(Br)cc2C(=O)N([C@H](C)CO)C[C@@H]1C	0.9
C[C@H]1CCCCO[C@@H](CN(C)Cc2ccncc2)[C@@H](C)CN([C@@H](C)CO)C(=O)c2cc(NC(=O)Nc3ccc(F)cc3)ccc2O1	-1.0
CCC(=O)N[C@H]1CC[C@H](CC(=O)NCc2ccccc2OC)O[C@H]1CO	-1.9
C[C@H](CO)N1C[C@H](C)[C@H](CN(C)Cc2cccc(C(=O)O)c2)OCc2cn(nn2)CCCC1=O	-5.1
CCCNC(=O)N(C)C[C@H]1Oc2cc(C#CCC(C)C)ccc2S(=O)(=O)N([C@H](C)CO)C[C@@H]1C	4.2
COc1ccc(S(=O)(=O)Nc2ccc3c(c2)CC(=O)N([C@H](C)CO)C[C@@H](C)[C@H](CN(C)Cc2ccc4c(c2)OCO4)O3)cc1	7.0
COc1ccc(S(=O)(=O)N2CC[C@@H]3[C@@H](CO)N(C)c4ccc(-c5ccccc5F)cc4[C@@H]32)cc1	-2.4
C[C@@H]1CN([C@H](C)CO)C(=O)c2cc(NC(=O)C3CCCCC3)ccc2O[C@H]1CN(C)Cc1ccccc1	1.9
CN(C)CC(=O)Nc1ccc2c(c1)[C@@H]1C[C@H](CC(=O)N3CCCCC3)O[C@H](CO)[C@@H]1O2	-1.8
CCC(=O)N(C)C[C@@H]1Oc2cc(-c3cccc(C#N)c3)ccc2S(=O)(=O)N([C@H](C)CO)C[C@@H]1C	1.6
C[C@@H]1CN([C@H](C)CO)C(=O)c2cc(C#CC3CC3)cnc2O[C@H]1CN(C)C(=O)Nc1ccc(F)cc1	-1.0
O=C(Nc1ccccc1)N1C[C@H]2[C@@H](c3ccccc31)[C@H](CO)N2Cc1ccccc1Cl	-4.5
CCCC(=O)Nc1ccc2c(c1)OC[C@@H](C)N(Cc1ccccc1F)C[C@@H](C)[C@H](OC)CN(C)C2=O	-3.5
CN(C)CC#Cc1ccc([C@H]2[C@@H](CO)N3CCCCN(C(=O)CN(C)C)C[C@@H]23)cc1	0.0
O=C(C[C@@H]1C[C@H]2c3cc(NC(=O)Nc4ccccc4)ccc3O[C@H]2[C@@H](CO)O1)NCCN1CCCCC1	-1.3
Cc1ccccc1S(=O)(=O)N1C[C@@H]2[C@H](c3ccccc31)[C@@H](CO)N2C(=O)CC1CC1	1.5
CC=Cc1ccc2n(c1=O)C[C@@H]1[C@@H](CO)[C@H](C(=O)NCCC)N(Cc3cccc(F)c3)[C@H]21 (mixture of isomers)	0.2
CC(C)NC(=O)Nc1ccc2c(c1)C(=O)N([C@@H](C)CO)C[C@@H](C)[C@H](CN(C)Cc1ccc(C(F)(F)F)cc1)O2	4.8
CCCN(C)C[C@H]1OCCCC[C@H](C)Oc2ccc(NC(=O)Cc3ccccc3)cc2C(=O)N([C@H](C)CO)C[C@H]1C	-0.5
C[C@@H](NC(=O)[C@@H]1[C@@H](CO)[C@@H]2Cn3c(cccc3=O)[C@@H]2N1C(=O)C1CC1)c1ccccc1	-0.2
C[C@@H]1CN([C@H](C)CO)C(=O)c2cccc(NC(=O)Nc3ccc(F)cc3)c2O[C@@H]1CN(C)C(=O)NC1CCCCC1	1.5
CCCN1[C@H](C(=O)NCC)[C@@H](CO)[C@@H]2Cn3c(ccc(C4=CCCC4)c3=O)[C@@H]21	-0.4
COc1ccc(CN(C)C[C@@H]2OCCCC[C@@H](C)Oc3ccc(NC(=O)Nc4ccc(C(F)(F)F)cc4)cc3C(=O)N([C@H](C)CO)C[C@@H]2C)cc1	-1.8
C[C@H]1CCCCO[C@@H](CN(C)C(=O)Nc2ccc(F)cc2)[C@@H](C)CN([C@@H](C)CO)C(=O)c2cc(NC(=O)c3ccccc3)ccc2O1	-1.1
O=C1O[C@H](c2ccccc2)[C@H](c2ccccc2)N2[C@H]1[C@@H](C(=O)N1CCCCCCC1)[C@]1(C(=O)Nc3ccc(C#CC4=CCCCC4)cc31)[C@H]2c1ccc(O)cc1	-0.2
CCN1[C@H](C(=O)OC)[C@@H](CO)[C@@H]2Cn3c(ccc(-c4cccc(C(=O)N(C)C)c4)c3=O)[C@@H]21	-0.8
O=C(N[C@@H]1CC[C@@H](CCn2cc(C3(O)CCCC3)nn2)O[C@H]1CO)C1CCC1	-3.7
Cc1noc(C)c1NC(=O)N(C)C[C@H]1Oc2ccc(NC(=O)Cn3cnnn3)cc2C(=O)N([C@@H](C)CO)C[C@@H]1C	0.1
CCCC(=O)Nc1ccc2c(c1)C(=O)N(C)[C@@H]1CC[C@@H](CC(=O)NCC3CC3)O[C@H]1CO2	-3.1
COc1ccc(NC(=O)N(C)C[C@H]2Oc3ncc(-c4cccnc4)cc3C(=O)N([C@H](C)CO)C[C@H]2C)cc1	-2.5
CCCC(O)C#Cc1cnc2c(c1)C(=O)N([C@H](C)CO)C[C@H](C)[C@H](CN(C)C(=O)NC(C)C)O2 (stereo not given in full)	0.1
COCC(=O)N(C)C[C@@H]1Oc2cc(-c3cccnc3)ccc2S(=O)(=O)N([C@H](C)CO)C[C@@H]1C	-1.7
COc1ccc(S(=O)(=O)Nc2cccc3c2O[C@H](CN(C)Cc2ccc(C(=O)Nc4ccccc4N)cc2)[C@H](C)CN([C@@H](C)CO)C3=O)cc1	0.7
O=C(Nc1ccccc1F)N[C@H]1C=C[C@H](CC(=O)N2CCCCC2)O[C@H]1CO	-0.3
CN(C)CC(=O)Nc1ccc2c(c1)[C@@H]1C[C@H](CC(=O)N3CCOCC3)O[C@H](CO)[C@@H]1O2	-1.5
COc1ccc(-c2ccc([C@@H]3[C@@H](C#N)N(C(=O)NC4CCCC4)[C@H]3CO)cc2)cc1	-3.9
O=C(C[C@@H]1C[C@H]2c3cc(NC(=O)C4CCC4)ccc3O[C@H]2[C@H](CO)O1)NCCc1ccccc1	-0.2
CO[C@@H]1CN(C)C(=O)c2cc(NC(=O)c3ccc(Oc4ccccc4)cc3)ccc2OC[C@H](C)NC[C@H]1C	0.8
COc1cccc(C(=O)Nc2ccc3c(c2)C(=O)N(C)C[C@@H](OC)[C@H](C)CN(C(=O)C2CCCC2)[C@H](C)CO3)c1	-2.5
CN1CCN(C(=O)C[C@@H]2CC[C@@H]3[C@H](COC[C@@H](O)CN3C(=O)C3CCCC3)O2)CC1	-3.5
CC(C)NC(=O)N(C)C[C@H]1Oc2cc(C#CC3CC3)ccc2S(=O)(=O)N([C@H](C)CO)C[C@H]1C	-1.0
C[C@@H]1CCCCO[C@H](CN(C)S(=O)(=O)c2cccs2)[C@H](C)CN([C@@H](C)CO)C(=O)c2cc(NC(=O)CCCN(C)C)ccc2O1	1.7
Cc1ccc(S(=O)(=O)N(C)C[C@H]2OCCCC[C@@H](C)Oc3ccc(NC(=O)Nc4c(C)noc4C)cc3C(=O)N([C@@H](C)CO)C[C@H]2C)cc1	0.5
CCCNC(=O)Nc1ccc2c(c1)C(=O)N(C)[C@H]1CC[C@H](CC(=O)O)O[C@@H]1CO2	4.0
C[C@@H]1CN([C@H](C)CO)S(=O)(=O)c2ccc(C#CCC3CCCC3)cc2O[C@H]1CN(C)C	-2.9
C[C@@H]1CN([C@@H](C)CO)C(=O)c2cc(NC(=O)Nc3ccccc3)ccc2O[C@@H](C)CCCCO[C@@H]1CN(C)C(=O)Nc1cccc2ccccc12	-9.1
C[C@@H]1CCCCO[C@@H](CN(C)Cc2ccc(Cl)c(Cl)c2)[C@H](C)CN([C@@H](C)CO)C(=O)c2cc(NC(=O)Nc3ccc(C(F)(F)F)cc3)ccc2O1	1.8
CN(C)C(=O)C[C@@H]1CC[C@@H]2[C@H](COC[C@H](O)CN2CC2CCCCC2)O1	-0.8
CN1CCN(C(=O)C[C@H]2CC[C@@H]3[C@H](COC[C@H](O)CN3C(=O)c3ccc(F)cc3)O2)CC1	-2.6
C[C@@H]1CN([C@@H](C)CO)C(=O)c2cc(NC(=O)CCCN(C)C)ccc2O[C@@H](C)CCCCO[C@@H]1CN(C)C(=O)Cc1ccccc1	2.2
COc1ccc(NC(=O)Nc2ccc3c(c2)CC(=O)N([C@@H](C)CO)C[C@@H](C)[C@H](CN(C)C(=O)Nc2ccc4c(c2)OCO4)O3)cc1	-1.8
COc1ccc(S(=O)(=O)Nc2cccc3c2O[C@@H](CN(C)Cc2ccc(C(F)(F)F)cc2)[C@H](C)CN([C@@H](C)CO)C3=O)cc1	0.9
O=C(C[C@@H]1CC[C@@H]2[C@H](COC[C@H](O)CN2S(=O)(=O)c2ccccc2)O1)NCC1CCCCC1	0.5
C[C@@H]1CN([C@@H](C)CO)C(=O)c2cc(NC(=O)CCC(F)(F)F)ccc2O[C@@H](C)CCCCO[C@@H]1CN(C)C(=O)NC1CCCCC1	1.6
CCCNC(=O)N(C)C[C@@H]1Oc2cc(C#CC(C)C)ccc2S(=O)(=O)N([C@H](C)CO)C[C@H]1C	5.9
Cc1ccc(S(=O)(=O)Nc2ccc3c(c2)C(=O)N([C@@H](C)CO)C[C@@H](C)[C@H](CN(C)C(=O)c2ccccc2)OCCCC[C@@H](C)O3)cc1	-0.1
Next part
SMILES	Mtb BioA inh
O=C1O[C@@H](c2ccccc2)[C@@H](c2ccccc2)N2[C@@H](c3ccccc3OCCO)[C@]3(C(=O)Nc4ccc(C#CCCO)cc43)[C@@H](C(=O)N3CCCCCCC3)[C@H]12	-1.7
CC(C)CC#Cc1ccc2c(c1)O[C@H](CN(C)C(=O)Nc1ccccc1F)[C@H](C)CN([C@@H](C)CO)S2(=O)=O	3.3
CCCNC(=O)N(C)C[C@H]1Oc2ncc(C#CCC3CCCC3)cc2C(=O)N([C@H](C)CO)C[C@@H]1C	1.4
CO[C@H]1CN(C)C(=O)c2ccc(NC(=O)Nc3ccccc3F)cc2OC[C@@H](C)N(CC2CC2)C[C@H]1C	0.4
O=C(NCC[C@H]1CC[C@H](NC(=O)C2CCCC2)[C@H](CO)O1)c1ccc(F)cc1	3.7
